Phagocytosis inh = inhibitors of macrophage phagocytosis, primary screen, imaging, J774A.1 cells, IgG beads; J774A.1 macrophage IgG-bead phagocytosis; inhibition, % at 5 µM; hit rate 0.07% among 110,000;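 active = inhibition above the mean of the plate negative controls plus 5 SD, cut at about 13% in these data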;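 also: phagocytic index as fraction of beads internalized from green versus red external bead signal; plate controls were DMSO negative control for no effect and cytochalasin-D positive control for full effect; some results beyond the cut were filed as inactive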
Yeast lifespan up = compounds extending yeast replicative lifespan, primary screen, S. cerevisiae, OD615; S. cerevisiae growth with nicotinamide; deaD strain in restrictive glucose medium; inhibition of the nicotinamide effect, % at 10 µM; hit rate 0.68% among 130,000;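 active = inhibition above a set limit, placed 3 SD over the median of all compounds, cut at about 26% in these data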;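 also: 0% = nicotinamide-treated wells and 100% = cells grown without nicotinamide; some compounds called inactive have numbers as strong as hits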
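Assay system: engineered S. cerevisiae DeaD replicative-lifespan strain, galactose-grown log-phase cells; medium: restrictive CSMM-D dextrose medium; also added: nicotinamide, 1.5 mM, co-present with compound; schedule: 48 h compound exposure at 30 °C, humidified; detection: absorbance at 615 nm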
Measles CPE = compounds protecting cells from measles virus cytopathic effect, primary screen, measles RdRp inhibitor project, single point, MLSMR library, absorbance | Measles virus-infected cells, CPE protection | protection (pct of control), % at 4 µM | hit rate 1.5% among 140,000 | AID 841, 2007; in the data active = protection mostly above about 24%, no sharp cut-off; inactive = mostly below about 26%; also: some compounds called inactive have numbers as strong as hits
NPY-Y2 antag = NPY-Y2 receptor antagonists, primary screen, cell-based | Neuropeptide Y receptor type 2 (Homo sapiens), P49146 | NPY-Y2 expressing cells, antagonist mode | inhibition, % at 2.7 µM | hit rate 0.99% among 140,000 | AID 793, 2007; in the data active = inhibition above about 17%;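 also: 0% = vehicle with agonist challenge and 100% = reference antagonist with challenge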
Target sequence (P49146 whole entry, looked up): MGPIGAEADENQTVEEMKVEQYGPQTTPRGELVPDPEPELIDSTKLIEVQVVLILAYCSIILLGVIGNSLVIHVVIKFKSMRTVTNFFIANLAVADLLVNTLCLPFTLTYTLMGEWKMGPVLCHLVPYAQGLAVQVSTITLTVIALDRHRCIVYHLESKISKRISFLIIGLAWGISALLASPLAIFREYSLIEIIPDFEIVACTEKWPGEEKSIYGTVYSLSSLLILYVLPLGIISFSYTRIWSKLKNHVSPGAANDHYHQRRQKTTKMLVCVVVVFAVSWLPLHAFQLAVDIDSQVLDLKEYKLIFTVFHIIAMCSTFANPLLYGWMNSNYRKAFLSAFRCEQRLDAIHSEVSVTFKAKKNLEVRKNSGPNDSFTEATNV
HCT116 bCat-KO = primary screen for growth suppressors in beta-catenin knockout HCT116 cells (colon tumor, human) | HCT116 beta-catenin knockout viability, CellTiter-Glo, 60 h; hits give low values | AID 818, 2007 | viability, % at 10 µM | hit rate 1.5% among 140,000;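 active = viability at or under a set limit, the compound median less 4 SD, cut at about 6% in these data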;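 also: 0% = Hyamine 1622 control at 20 µM and 100% = untreated cell control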
GALR2 antag = GALR2 antagonists in receptor-expressing cells, primary screen; Galanin receptor type 2 (Homo sapiens), O43603; antagonist mode; inhibition, % at 4 µM; hit rate 0.39% among 140,000; in the data active = inhibition above about 27%;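 also: cells stimulated with galanin 1-16 at roughly its EC80; 0% = agonist challenge control and 100% = basal control without agonist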
Target sequence (O43603 whole entry, looked up): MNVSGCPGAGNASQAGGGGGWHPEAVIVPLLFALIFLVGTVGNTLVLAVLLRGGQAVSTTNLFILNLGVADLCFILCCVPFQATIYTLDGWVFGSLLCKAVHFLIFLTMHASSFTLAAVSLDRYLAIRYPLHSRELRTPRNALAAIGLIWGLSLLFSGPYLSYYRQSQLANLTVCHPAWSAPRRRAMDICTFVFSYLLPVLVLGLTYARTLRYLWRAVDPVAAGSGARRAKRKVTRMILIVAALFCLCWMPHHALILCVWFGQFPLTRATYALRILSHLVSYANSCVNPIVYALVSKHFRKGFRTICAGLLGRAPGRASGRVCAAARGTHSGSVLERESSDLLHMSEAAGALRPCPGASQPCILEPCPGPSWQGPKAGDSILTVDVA
BB579 growth dn = growth inhibitors of yeast BB579 in restrictive medium, primary screen, yeast lifespan-shortening project, S. cerevisiae; OD615, 48 h; inhibition, % at 10 µM; hit rate 0.51% among 140,000;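 active = inhibition above a set limit, 3 SD over the mean compound inhibition, cut at about 44% in these data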; also: inactives centre near -24
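Test system: S. cerevisiae DeaD strain BB579 yeast; Medium: restrictive CSMM-D medium; Compound: one dose, 10 µM compound with 0.25% DMSO; Incubation: 4 h cell preincubation, 48 h compound exposure, 30 °C humidified; Signal: OD at 615 nm; Benchmarks: amphotericin B at 10 µg/mL as positive control.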
MRP1 act = H69AR viability gain despite doxorubicin, primary screen, MRP-1 activator project, H69AR cells, CellTiter-Glo. viability rescue. viability increase, % at 10 µM. hit rate 0.61% among 140,000. AID 799, 2007;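 active = viability gain under doxorubicin at or above a set limit, the compound median plus 3 SD, cut at about 4.7% in these data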;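 also: MRP-1 overexpressing cells given doxorubicin 25 µM after compound pretreatment; 18-22 h compound pretreatment then 72 h with doxorubicin before readout; 0% = doxorubicin-only wells and 100% = vehicle-treated cells without doxorubicin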
E-sel TNF inh = E-selectin induction blockers in HUVEC – imaging, immunofluorescence, high content, primary screen | hit rate 0.71% among 120,000 | HUVEC TNFa-induced E-selectin immunofluorescence | inhibition, % at 2 µM;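 active = inhibition above the batch mean plus 3 SD, and confirmed as a hit on visual image review, cut at about 43% in these data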;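 also: 0% = TNF-stimulated DMSO wells and 100% = unstimulated control wells; not every result past the cut was called active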
HCT116 PTEN-null = growth suppression of PTEN-null HCT116, primary screen, cell-based, CellTiter-Glo; viability, % at 10 µM; HCT116 PTEN-null viability, 60 h; hits give low values; hit rate 1.2% among 140,000; AID 827, 2007;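 active = viability at or below a set limit, 4 SD under the median of all tested compounds, cut at about 3.7% in these data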;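 also: PTEN knockout HCT116 line with beta catenin targeted HCT116 as companion control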
The depositor's hits bear a star; nt = not tested or not shown.

The first 2 compounds, ahead of the listing:
SMILES	Phagocytosis inh	Yeast lifespan up	Measles CPE	NPY-Y2 antag	HCT116 bCat-KO	GALR2 antag	BB579 growth dn	MRP1 act	E-sel TNF inh	HCT116 PTEN-null
CCC(C)N1C(=O)c2ccccc2C1C(=O)NC1CCCCCC1 (stereo not given)	2	-13	28	6	82	2	-19	-1.0	nt	84
CC(=O)Nc1nnc(S(N)(=O)=O)s1	nt	6	6	0	101	9	-46	-0.6	nt	98

This part in full, previewed entries included:
SMILES	Phagocytosis inh	Yeast lifespan up	Measles CPE	NPY-Y2 antag	HCT116 bCat-KO	GALR2 antag	BB579 growth dn	MRP1 act	E-sel TNF inh	HCT116 PTEN-null
CCC(C)N1C(=O)c2ccccc2C1C(=O)NC1CCCCCC1 (stereo not given)	2	-13	28	6	82	2	-19	-1.0	nt	84
CC(=O)Nc1nnc(S(N)(=O)=O)s1	nt	6	6	0	101	9	-46	-0.6	nt	98
CC(=O)Nc1ccn(Cc2c(F)cccc2Cl)n1	0	3	7	1	95	-5	-3	-1.0	10	93
O=C(CSc1ccccc1)N1CCc2ccccc21	nt	-18	13	6	100	1	-26	-0.9	-6	89
Cc1cc(/C=N/NC(=O)Cn2c3ccccc3c(=O)c3ccccc32)c(C)n1-c1ccccc1	nt	-8	32	3	92	-18	-28	-3.8	-51	88
CCOc1ccc(NC(=O)CC2NCCNC2=O)cc1 (stereo not given)	-1	-15	33	6	99	3	-8	-0.9	6	111
Cn1c(SCc2cccc(F)c2)nnc1-c1ccccn1	-2	-5	34	3	97	-1	-78	0.3	nt	109
CCC(=O)N1N=C(c2cccc(NS(C)(=O)=O)c2)CC1c1cccs1 (stereo not given)	-4	2	13	0	97	-2	-34	-2.5	nt	93
O=C(O)c1cc(-c2ccncc2)nc2ccc(S(=O)(=O)N3CCOCC3)cc12	0	-2	15	5	91	-8	-30	-1.4	13	95
Cc1ccc(NC(=O)c2sccc2-n2cccc2)c(C)c1	nt	-14	7	2	98	-4	5	-2.5	16	91
COc1ccc2c(CC(=O)N(C)CC3COc4ccccc4O3)coc2c1 (stereo not given)	-1	-10	5	3	69	-10	-67	-0.2	nt	73
Cc1c(C(=O)N2CCCC2)sc(NC(=O)c2ccccc2)c1C#N	nt	nt	4	1	93	-5	-18	-1.8	-26	94
Cc1ccc([N+](=O)[O-])cc1N/C=C1\CCc2ccccc2C1=O	nt	-17	4	5	63	1	-22	-4.7	-32	56
C=CCc1cccc(CNc2nc3ccccc3n2CCN2CCOCC2)c1O	-2	-7	5	4	86	8	-14	-1.0	0	78
CCn1nnc(NC(=O)c2cc(Cl)c(OC)c(Cl)c2)n1	-1	-7	3	4	84	7	15	-1.0	-37	98
Cc1sc2ncnc(Sc3nnnn3-c3ccccc3)c2c1C	0	-3	10	2	7	23	-50	-5.3	16	5
CCCCOC(=O)c1c(C)oc2ccc(NS(=O)(=O)c3ccc4c5c(cccc35)C(=O)N4)cc12	-1	-3	5	4	101	-4	-55	1.5	13	102
O=C(NN=C1C2CC3CC(C2)CC1C3)c1ccncc1	nt	-8	4	1	92	10	-41	-3.0	-15	99
C=CCn1sc(=N)c(C#N)c1N	-1	-13	35	1	96	6	-54	-2.4	-23	91
COc1ccc(-c2nc3n(n2)C(c2ccncc2)C(C(N)=O)=C(C)N3)cc1 (stereo not given)	-1	-10	15	-1	85	-16	-17	-1.4	nt	98
O=C(CNC(c1ccccc1)c1ccccc1)Nc1ccccc1-c1ccccc1	-13	4	9	13	103	6	-8	-4.1	-9	93
CCOC(=O)CC1C(=O)NCCN1C(=S)Nc1ccccc1 (stereo not given)	-5	4	5	2	88	4	-34	-0.8	nt	94
CCOC(=O)c1ccc(N2C(=O)CC(N3CCOCC3)C2=O)cc1 (stereo not given)	-2	-3	13	-1	90	-16	-5	0.7	1	101
COc1ccc(-c2csc(Nc3ncccc3C)n2)cc1OC	1	-25	5	1	102	-7	8	0.9	27	102
C=CCc1c(C)nc(C)nc1N/N=C/c1ccccc1	2	-6	5	3	96	-1	2	0.0	6	97
Cc1ccccc1Cn1ccc(NC(=O)c2cnn3c2NC(c2ccccc2)CC3C(F)(F)F)n1 (stereo not given)	-2	-8	5	4	68	-13	25	-2.6	75*	62
c1ccc2c3c(cc(N4CCOCC4)c2c1)OC1(N2CCOCC2)CCCCC1O3 (stereo not given)	-1	-12	3	0	92	0	-48	-1.9	-1	89
CCOC(=O)C1=C(CN2CCc3ccccc32)NC(=O)NC1c1ccc(Cl)cc1 (stereo not given)	0	-12	26	-3	38	-14	-86	-2.5	6	43
Cc1nnc(NC(=O)CSc2nnnn2Cc2ccccc2)s1	2	-7	19	3	99	9	-18	0.0	-24	99
COC(=O)c1ccccc1NC(=O)CSc1ccc(C)cc1	nt	nt	5	8	101	8	-39	2.9	-13	94
COc1cccc(C2CC(c3cccc(NS(C)(=O)=O)c3)=NN2C(=O)c2ccccc2)c1OC (stereo not given)	5	-7	21	0	83	0	-32	-1.8	nt	79
CCCCC1CCC(C(=O)NC2CCS(=O)(=O)C2)CC1 (stereo not given)	nt	-5	22	1	90	4	-19	0.6	-19	97
Cc1ccc(-c2ccc(C(=O)NCc3ccccc3)o2)c2ccccc12	nt	0	3	5	85	5	-38	-0.8	nt	88
Cc1cc2c(=O)n(Cc3ccco3)c(SCC(=O)N3CCCc4ccccc43)nc2s1	-2	-1	18	8	60	-11	-40	-1.8	-2	57
COc1ccc2nc(SCC(N)=O)cc(C)c2c1	-1	-14	2	3	98	-5	-42	-1.0	nt	nt
O=C(Nc1cccc(F)c1)N1CC=C(n2c(=O)[nH]c3ccccc32)CC1	nt	-9	1	0	69	4	-24	-3.9	-1	78
CN(CCCNC(=O)COc1cc(=O)n(C)c2ccccc12)Cc1ccccc1	1	7	18	2	82	-3	-27	-2.1	-5	80
CCOC(=O)N1CCN(C(=O)CSc2nnc(CNC(=O)c3ccccc3F)o2)CC1	nt	-9	4	4	78	6	-37	-2.3	-15	95
CN(C)c1nc(N2CCN(c3ccc(F)cc3)CC2)c(C#N)c(=O)o1	0	-16	4	1	93	3	-17	-0.8	8	103
CC(C)(C)CC(=O)Nc1cc(S(=O)(=O)N2CCCCCC2)ccc1Cl	0	7	11	2	89	-1	-29	0.9	19	88

Seven entries from above in a different format.
Below each SMILES – Phagocytosis inh, Yeast lifespan up, Measles CPE, NPY-Y2 antag, HCT116 bCat-KO, GALR2 antag, BB579 growth dn, MRP1 act, E-sel TNF inh, HCT116 PTEN-null
- CN(CCCNC(=O)COc1cc(=O)n(C)c2ccccc12)Cc1ccccc1
→ 1, 7, 18, 2, 82, -3, -27, -2.1, -5, 80
- Cc1cc2c(=O)n(Cc3ccco3)c(SCC(=O)N3CCCc4ccccc43)nc2s1
→ -2, -1, 18, 8, 60, -11, -40, -1.8, -2, 57
- Cc1ccccc1Cn1ccc(NC(=O)c2cnn3c2NC(c2ccccc2)CC3C(F)(F)F)n1 (stereo not given)
→ -2, -8, 5, 4, 68, -13, 25, -2.6, 75*, 62
- c1ccc2c3c(cc(N4CCOCC4)c2c1)OC1(N2CCOCC2)CCCCC1O3 (stereo not given)
→ -1, -12, 3, 0, 92, 0, -48, -1.9, -1, 89
- CCCCC1CCC(C(=O)NC2CCS(=O)(=O)C2)CC1 (stereo not given)
→ nt, -5, 22, 1, 90, 4, -19, 0.6, -19, 97
- CCOC(=O)c1ccc(N2C(=O)CC(N3CCOCC3)C2=O)cc1 (stereo not given)
→ -2, -3, 13, -1, 90, -16, -5, 0.7, 1, 101
- CC(C)(C)CC(=O)Nc1cc(S(=O)(=O)N2CCCCCC2)ccc1Cl
→ 0, 7, 11, 2, 89, -1, -29, 0.9, 19, 88

The listing continues:
SMILES	Phagocytosis inh	Yeast lifespan up	Measles CPE	NPY-Y2 antag	HCT116 bCat-KO	GALR2 antag	BB579 growth dn	MRP1 act	E-sel TNF inh	HCT116 PTEN-null
COc1cc(NC(=S)N2CCC(C(N)=O)CC2)cc(OC)c1	-3	-1	9	1	93	2	-29	1.2	nt	94
O=C(NC1CCN(S(=O)(=O)c2ccccc2)CC1)C1CCCCC1	nt	nt	4	1	94	-14	-8	-0.1	6	96
O=C(Cn1c(=O)oc2cc(S(=O)(=O)N3CCCCCC3)ccc21)NC1CCCCC1	0	-10	5	nt	94	nt	-24	-3.2	nt	97
O=C(O)CCCC(=O)Nc1ccc(C(=O)N2CCCCC2)c(Cl)c1	-1	0	5	0	81	-10	-27	-1.5	-6	98
Cc1ncsc1CCOC(=O)C1C2CC3CC(C2)CC1C3 (stereo not given)	-5	21	14	6	85	-2	-7	-0.8	nt	76
Cc1cccc(C(=O)c2ccccc2C(=O)O)c1O	nt	34	19	0	99	3	-31	-2.9	-8	100
CC(C)OC(=O)CC(=O)CSc1nc2c(cc1C#N)CCC2	0	-20	3	-2	27	-8	-28	-6.3	2	15
Cc1cc(=O)oc2cc(OCC(=O)NCc3ccncc3)ccc12	-3	-9	19	1	98	9	-37	-2.9	-20	82
COc1ccc(-n2cnc3cc(NS(=O)(=O)c4ccc(C)cc4)ccc32)cc1	0	-6	11	0	61	-5	-35	0.1	-3	51
COc1cccc(CN(C)CC(=O)NCc2ccccc2Cl)c1	0	-3	9	4	90	1	-21	-2.0	16	83
Cc1n[nH]c(C)c1S(=O)(=O)N(CC(=O)NC1CCCC1)c1ccc(C(C)C)cc1	1	-11	11	4	79	3	-52	-1.3	nt	74
CCc1nnc(NC(=O)CN2CCN(c3ccccc3OC)CC2)s1	1	-9	25	6	81	7	-44	-1.5	-43	88
NC(=O)c1ccc(-n2nnnc2Oc2ccccc2)cc1	-2	1	13	1	86	5	-35	-2.1	-22	93
COc1ccc(C(=O)NNC2CC(=O)N(Cc3ccccc3)C2=O)cc1OC (stereo not given)	-2	-3	12	7	81	-9	-6	1.3	nt	98
CC1(C)CC(CCC(=O)Nc2ccc(S(N)(=O)=O)cc2)C(=O)O1 (stereo not given)	0	-5	5	1	93	9	-45	-0.1	nt	107
O=C(Cc1cccc2ccccc12)Nc1nnc(-c2cccc([N+](=O)[O-])c2)s1	nt	-4	9	2	57	7	-5	-2.2	-8	54
O=C(NCc1ccc(Cl)cc1)c1cnn2ccccc12	nt	-13	18	2	103	0	-10	0.5	-3	97
COc1cc(CO)cc(Br)c1OCC(=O)N1CCCCC1	-1	-1	15	2	88	3	4	-0.1	-53	88

Assay outcomes deposited in PubChem BioAssay by several laboratories.
